# High-throughput results from PubChem BioAssay.
# KKLEB tox: cytotoxicity in KKLEB CF airway cells, primary screen, cytotoxicity control for CF NF-kB inhibitor project, cell-based, uHTS, fluorescence assay plates. KKLEB CF airway cells viability, ATPlite luminescence, overnight; stronger effect = lower value; cells stimulated with P. aeruginosa culture filtrate. activity change (cytotoxicity), % at 5 µM. 0.36% of 360,000 active. AID 602141, 2011;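 active = corrected activity change at or below -50% at 5 µM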
# NR2F2 inh: NR2F2 transcriptional activity inhibitors, primary screen, cell-based, luciferase reporter, HEK293T, luminescence; AID 686940, 2013; inhibition, % at 8.6 µM; 0.7% of 370,000 active; HEK293T NGFI-A luciferase reporter; COUP transcription factor 2 (Homo sapiens), P24468;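 active = inhibition above a per-plate cutoff, mean inhibition of test wells between control levels plus 3 SD, cut at about 38% in these data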;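 note: cells cotransfected with COUP-TFII expression vector driving the NGFI-A reporter; 0% = median of COUP-TF2 test wells and 100% = reporter-only cells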
# TRAIL sens C8: viability loss with TRAIL in NB7+C8 cells, primary screen, TRAIL sensitizer project, cell-based, ATPlite luminescence | inhibition (viability loss, TRAIL sensitization), % at 10 µM | 1% of 360,000 active | AID 624354, 2012;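 active = compounds causing at least 50% loss of cell viability in the single-dose screen, relative to plate controls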
# TWEAK-Fn14 inh: inhibitors of TWEAK-Fn14 signaling, primary screen, luciferase reporter cells, uHTS; 2% of 360,000 active; inhibition, % at 10 µM; TWEAK-stimulated Fn14 reporter cells, luciferase luminescence, 8 h; in the data active = inhibition above about 50%
# NCOA1 inh: SRC1 coactivator transcriptional activity inhibitors, primary screen, cell-based, luminescence | Nuclear receptor coactivator 1 (Homo sapiens), Q15788 | HEK293 GAL4-SRC1 luciferase reporter | 0.12% of 360,000 active | inhibition, % at 3.6 µM;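 active = inhibition above the campaign mean plus 3 SD, with each screening campaign given its own cutoff, cut at about 60% in these data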;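 note: 0% = DMSO treated cells and 100% = gossypol at 36 µM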
# Target sequence (Q15788 whole entry, looked up, the tested form may be a part): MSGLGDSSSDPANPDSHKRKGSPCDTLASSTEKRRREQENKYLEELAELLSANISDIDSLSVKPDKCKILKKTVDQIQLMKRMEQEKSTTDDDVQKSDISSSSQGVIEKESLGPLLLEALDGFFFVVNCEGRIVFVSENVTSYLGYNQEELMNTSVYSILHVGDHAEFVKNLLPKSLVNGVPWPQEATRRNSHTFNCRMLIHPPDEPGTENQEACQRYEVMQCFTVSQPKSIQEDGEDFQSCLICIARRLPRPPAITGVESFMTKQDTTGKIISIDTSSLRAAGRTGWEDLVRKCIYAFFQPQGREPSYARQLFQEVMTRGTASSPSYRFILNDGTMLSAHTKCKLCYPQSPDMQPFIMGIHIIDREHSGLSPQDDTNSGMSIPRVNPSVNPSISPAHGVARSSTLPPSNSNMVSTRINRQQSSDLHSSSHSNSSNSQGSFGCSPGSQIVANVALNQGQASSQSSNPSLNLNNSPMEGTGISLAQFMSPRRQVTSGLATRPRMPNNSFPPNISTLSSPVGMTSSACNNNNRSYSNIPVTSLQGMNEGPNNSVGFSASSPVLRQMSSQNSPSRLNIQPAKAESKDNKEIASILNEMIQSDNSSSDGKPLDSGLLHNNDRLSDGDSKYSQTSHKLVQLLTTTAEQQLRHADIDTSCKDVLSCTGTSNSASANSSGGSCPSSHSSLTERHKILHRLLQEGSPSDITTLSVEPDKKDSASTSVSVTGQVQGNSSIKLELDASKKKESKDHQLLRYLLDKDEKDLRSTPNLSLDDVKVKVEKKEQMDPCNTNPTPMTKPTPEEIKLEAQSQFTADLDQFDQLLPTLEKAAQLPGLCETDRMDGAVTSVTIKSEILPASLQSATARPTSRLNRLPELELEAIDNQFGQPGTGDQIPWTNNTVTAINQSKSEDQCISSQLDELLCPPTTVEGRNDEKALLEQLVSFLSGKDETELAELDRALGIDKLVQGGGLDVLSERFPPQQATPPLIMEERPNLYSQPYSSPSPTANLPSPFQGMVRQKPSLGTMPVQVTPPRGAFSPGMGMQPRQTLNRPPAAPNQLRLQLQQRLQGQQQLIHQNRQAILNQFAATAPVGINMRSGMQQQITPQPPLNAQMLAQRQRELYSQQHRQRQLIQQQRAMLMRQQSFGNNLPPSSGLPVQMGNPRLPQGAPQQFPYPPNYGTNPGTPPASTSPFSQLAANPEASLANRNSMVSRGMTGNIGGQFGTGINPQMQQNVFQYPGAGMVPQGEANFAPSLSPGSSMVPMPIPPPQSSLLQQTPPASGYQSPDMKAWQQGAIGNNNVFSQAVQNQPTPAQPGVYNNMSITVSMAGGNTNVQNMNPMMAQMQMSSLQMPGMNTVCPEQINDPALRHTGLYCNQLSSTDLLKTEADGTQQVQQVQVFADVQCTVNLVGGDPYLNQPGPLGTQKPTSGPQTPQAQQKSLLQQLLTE
# TROY NFkB inh: inhibitors of TROY-driven NF-kB signaling, primary screen, Q293 LMP1-TROYcd cells, NF-kB luciferase, uHTS; Q293 LMP1-TROYcd NF-kB luciferase reporter, 4 h; inhibition, % at 10 µM; 0.98% of 360,000 active;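 active = compounds whose plate-normalised and pattern-corrected inhibition of the luciferase reporter signal at the single screening dose is 50% or more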
# EBV LMP1 NFkB: EBV LMP1-driven NF-kappaB luciferase reporter inhibitors, primary screen, cell-based, luminescence, single point | inhibition, % at 12.5 µM | AID 504558, 2011 | LMP1-induced NF-kappaB luciferase reporter cells | 0.69% of 350,000 active; in the data active = inhibition above about 41%;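 note: 0% = neutral control wells and 100% = reference inhibitor control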
# NR5A2 inv ag: LRH-1 (NR5A2) inverse agonists, primary screen, cell-based, luminescence, HEK293T, StAR-luciferase reporter | 0.13% of 360,000 active | inhibition, % at 3.6 µM | Nuclear receptor subfamily 5 group A member 2 (Homo sapiens), O00482 | LRH-1 transfected, 24 h;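 active = inhibition above the mean inhibition of all tested compounds plus 3 SD, cut at about 73% in these data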;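 note: 0% = DMSO wells and 100% = reporter-only cells lacking LRH-1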
# CF NFkB block: inhibitors of PAF-induced NF-kB signaling, primary screen, cell-based, GFP fluorescence, uHTS; KKLEB NF-kB-GFP reporter, GFP fluorescence overnight; inhibition, % at 5 µM; 0.86% of 360,000 active; AID 588850, 2011;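 active = at least 50% inhibition at 5 µM, scaled per plate between neutral and stimulator controls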;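 note: PAF is a Pseudomonas aeruginosa culture filtrate used as stimulus; plate controls were PAF-stimulated DMSO wells for no effect and unstimulated DMSO wells for full effect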
# Shn3 3UTR inh: reduction of Shn3 3'UTR firefly luciferase signal, primary screen, Schnurri-3 inhibitor project, cell-based, Clone20 osteoblasts, set 2 | Clone20 osteoblast Shn3 3'UTR firefly luciferase, 24 h | inhibition, % at 12.5 µM | 0.52% of 360,000 active;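 active = mean inhibition of at least 75% with every replicate also reaching 75%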;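 note: 0% = median of neutral control wells and 100% = pilot-screen positive control compound; some compounds past the cut are filed as inactive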
# NCOA3 inh: SRC3 coactivator transcriptional activity inhibitors, primary screen, cell-based, luminescence. HEK293 GAL4-SRC3 luciferase reporter. 0.17% of 360,000 active. inhibition, % at 3.6 µM. Nuclear receptor coactivator 3 (Homo sapiens), Q9Y6Q9. AID 588352, 2011;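 active = inhibition above a per-campaign cutoff, the mean of all compounds plus 3 SD, cut at about 60% in these data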;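 note: 0% = DMSO-treated cells and 100% = gossypol-treated cells at 36 µM; higher means less SRC3-driven luciferase light from the GAL4 reporter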
# An asterisk follows results filed as active; . = not tested or not shown. Some of the compounds tested; the hit share may differ from the screen's.
SMILES,KKLEB tox,NR2F2 inh,TRAIL sens C8,TWEAK-Fn14 inh,NCOA1 inh,TROY NFkB inh,EBV LMP1 NFkB,NR5A2 inv ag,CF NFkB block,Shn3 3UTR inh,NCOA3 inh
O=C(N/N=C/c1ccc([N+](=O)[O-])o1)c1cn2ccc3ccccc3c2n1,1,6,-7,-21,2,26,-4,13,-23,-2,26
O=C(NCCCn1ccnc1)c1cc(-c2cccc(O)c2)on1,-9,5,3,-28,-13,-25,10,-8,-8,-62,-27
CCCS(=O)(=O)c1c(S(=O)(=O)CCC)c2ccc(C(N)=O)cn2c1C(=O)c1ccc(F)cc1,16,-3,2,4,7,9,9,-4,-12,-5,13
O=C(C1Cc2ccccc2CN1S(=O)(=O)c1ccc(F)cc1)N1CCCCCC1 (stereo not drawn),-1,-5,-9,-3,-1,-6,11,6,5,18,7
CCC(C)NC(=O)CCc1nnc2ccc(N3CCC(C)CC3)nn12 (stereo not drawn),2,-5,-3,-3,-17,-13,-3,-6,-13,-10,4
CC(=O)Nc1ccc(-c2csc(N/N=C(/C)c3ccccc3)n2)cc1,4,-9,11,-16,-2,-29,-5,-19,-19,-9,-2
O=C(Nc1ccncc1)c1cc(S(=O)(=O)N2CCCCC2)ccc1Cl,-28,17,-4,-1,-3,2,9,-1,23,13,7
O=C1C(=NO)CCc2ccccc21,-5,13,46,7,-11,17,-24,4,-2,34,-31
O=C(CO/N=C/c1ccccc1O)N1CCc2ccccc21,2,-25,-6,-30,-42,-31,2,-16,-2,-21,-13
CC1CC(C)CN(C(=O)COC(=O)c2ccc3ccccc3n2)C1 (stereo not drawn),-1,-16,6,11,-2,-19,4,4,2,-11,-1
O=C(O)Cc1coc2ccc3ccccc3c12,-7,-6,6,-8,5,-13,-7,6,1,-15,13
CC1(C(=O)NCc2ccc3c(c2)OCO3)CCN1C(=O)Cc1ccc(Cl)cc1Cl (stereo not drawn),-1,0,-6,4,-6,4,.,47,10,-1,-8
COc1ccc2c(c1)nc(N)n2Cc1ccccc1,6,2,1,-7,6,7,6,25,-10,21,4
CC(=O)c1ccc(CCCc2ccc(C(C)=O)cc2)cc1,-10,-22,-1,-19,-12,-22,1,-16,-6,-27,-42
Cc1ccc(S(=O)(=O)N(CC(=O)Nc2ccccc2-c2ccccc2)c2ccc(C)cc2C)cc1,-6,-7,6,37,17,7,-5,-15,3,19,10
Cc1ccc(C)c(C(=O)CCC(=O)OCn2nnc3ccccc3c2=O)c1,2,-1,1,-15,-21,10,-3,11,16,-17,-6
COc1ccccc1NC(=O)Cc1noc(CSc2n[nH]c(N)n2)n1,-13,1,-1,4,0,13,8,-7,-3,5,10
NC(=O)CC(NC(=O)c1ccc(Br)cc1)c1ccc(NC2CCCCCCC2)c([N+](=O)[O-])c1 (stereo not drawn),-8,-1,16,15,-3,15,30,-12,5,24,-2
CN(CCO)c1ccc2c(c1)OC[C@@H](Cc1ccccc1)NS2(=O)=O,.,9,-7,6,.,-15,.,3,.,.,.
CCOc1ccc(S(=O)(=O)N2CCCC(C(=O)NCCN3CCOCC3)C2)cc1Cl (stereo not drawn),-6,3,5,36,-5,1,5,14,5,-3,7
CCOC(=O)/C(=N\Nc1ccccc1Cl)N(C)C1CCCCC1,-6,-12,-5,-15,2,5,-37,-1,10,13,1
CC(C)(C)NC(=O)NC(=O)CSc1ncn[nH]1,4,-6,2,-14,-1,-10,12,-1,-2,1,8
c1ccc(C2NCCNC2c2ccccc2)cc1 (stereo not drawn),3,13,-16,3,-1,10,0,3,-8,-1,10
COc1ccc(CC(=O)Nc2ccc(S(=O)(=O)N3CCOCC3)cc2)cc1,14,14,-16,12,-2,10,-3,15,-9,-11,4
Cc1ccc(NC(=O)C2CCCN2C(=O)Oc2ccccc2)cc1 (stereo not drawn),-1,7,2,13,1,10,-8,-3,0,-3,13

# Next part (2 carried over from the part before).
SMILES,KKLEB tox,NR2F2 inh,TRAIL sens C8,TWEAK-Fn14 inh,NCOA1 inh,TROY NFkB inh,EBV LMP1 NFkB,NR5A2 inv ag,CF NFkB block,Shn3 3UTR inh,NCOA3 inh
COc1ccc(CC(=O)Nc2ccc(S(=O)(=O)N3CCOCC3)cc2)cc1,14,14,-16,12,-2,10,-3,15,-9,-11,4
Cc1ccc(NC(=O)C2CCCN2C(=O)Oc2ccccc2)cc1 (stereo not drawn),-1,7,2,13,1,10,-8,-3,0,-3,13
O=c1[nH]c(Nc2nc3ccccc3o2)nc2c1CCCC2,21,-14,55*,98*,-89,76*,75*,-144,-22,80,-84
CCOc1ccc(C(=O)OCC(=O)NCC2CCCO2)cc1 (stereo not drawn),6,-2,-9,0,-2,2,-9,9,15,5,-23
CCOc1ccc(NC(=S)N2CCN(c3ccc(N4CCOCC4)nn3)CC2)cc1,-10,-5,-3,-8,-2,-2,-36,4,-8,6,4
Cc1cc(N2C(=O)C(O)=C(C(=O)c3cccs3)C2c2ccccc2)no1 (stereo not drawn),8,-4,-6,-6,-16,-21,-3,13,13,-6,11
Nc1nc(NCC2CCCO2)nc(Nc2ccc(F)cc2)c1[N+](=O)[O-] (stereo not drawn),-11,-8,-2,4,6,-2,4,8,10,-5,14
CC(OC(=O)C1CSC2(C)CCC(=O)N12)C(=O)Nc1cccc(C#N)c1 (stereo not drawn),2,14,11,-2,-8,-7,27,4,-4,-12,21
CC1CCCCC1NC(=O)CNC(=O)c1ccco1 (stereo not drawn),3,-5,-22,-8,20,11,-4,10,4,-1,-2
COc1ccc(N2CCN(C(=O)CN(C)S(=O)(=O)c3cc(C)ccc3OC)CC2)cc1,-2,-8,4,-2,-11,-12,-11,-11,4,8,-6
CC(=O)Nc1ccc(/C(C)=N/NC(=O)c2ccc(COc3ccccc3Cl)o2)cc1,-5,1,-13,-13,-1,-43,0,7,6,5,6
Cc1c(CNCCCc2ccccc2)c(C(=O)O)c(C)n1Cc1ccccc1,9,12,-3,39,-9,52*,8,1,-16,-9,-1
CC(C)c1cc(C(=O)NC2CCCCCC2)c2ccccc2n1,-16,-7,-4,-21,2,0,-3,25,11,4,12
CCN(CC)CCCCCCCCOC(=O)c1cc(OC)c(OC)c(OC)c1,-14,-5,15,-40,-7,-26,-4,11,-22,-14,-6
O=C1CN(C(=O)c2cccs2)c2ccccc2N1,2,10,-8,13,-14,5,13,-23,1,-23,5
CCCCC(c1nnnn1C1CCCC1)N1CCN(C2CCCC2)CC1 (stereo not drawn),1,-4,13,-34,-2,20,0,-40,19,11,8
Cc1[nH]n(-c2nc(-c3ccccc3F)cc(=O)[nH]2)c(=O)c1CCO,-13,-23,3,-18,-6,-5,-2,1,20,-6,15
C(=C\c1ccccc1)/CN1CCN(C(c2cccc3ccccc23)c2nnnn2-c2ccc3c(c2)OCCO3)CC1 (stereo not drawn),-1,8,4,18,14,6,.,6,5,20,10
CCC1CCCCN1CCCNC(=O)c1ccc2c(c1)c(C)c(C)n2C (stereo not drawn),-10,-4,-11,-7,12,17,1,-4,-2,-9,7
Clc1cccc(/C=N\Nc2nccs2)c1,3,-30,12,1,-40,-28,-33,-43,-6,18,-37
Cc1ccn(S(=O)(=O)c2ccc(N3CCCC3=O)cc2)n1,6,3,1,16,1,11,4,10,-12,-1,4
CN1CCN(C(=S)C(=O)NCc2ccccc2)CC1,-7,-9,-8,12,1,0,-5,0,19,1,-2
NC(=O)c1cc(S(=O)(=O)N2CCCC2)ccc1OCc1ccc(F)cc1,3,17,-14,-1,7,-17,23,19,11,12,2
CCCCCCOC(=O)CCn1[nH]c(=O)c2ccccc2c1=O,-3,0,13,-3,12,5,7,12,2,3,20
c1ccc(-c2ccc(-c3csnn3)cc2)cc1,2,-38,10,-35,-67,-83,-27,-72,0,-63,-48
O=C(COc1ccccc1Cl)c1ccc2c(c1)CCCC2,-8,-21,4,-17,-76,-50,-30,-113,12,-61,-57
COCCCNC(=O)c1ccc2c(=O)n(C3CCCC3)c(=S)[nH]c2c1,-6,17,0,2,1,-7,-8,24,-2,-4,10
# More results:
SMILES,KKLEB tox,NR2F2 inh,TRAIL sens C8,TWEAK-Fn14 inh,NCOA1 inh,TROY NFkB inh,EBV LMP1 NFkB,NR5A2 inv ag,CF NFkB block,Shn3 3UTR inh,NCOA3 inh
COC(=O)Nc1ccc(S(=O)(=O)N2CCCC(C(=O)O)C2)cc1 (stereo not drawn),-2,1,-1,10,5,6,-11,-3,12,4,-5
CC(=O)O/N=C/c1c(NCc2ccccc2)nc2c(C)cccn2c1=O,-12,-18,-18,-98,-5,-1,.,17,-9,-6,-12
Cc1nn(C)c(NC(=O)c2ccc(Cl)cc2)c1Cl,0,-2,-12,16,15,5,1,-3,14,0,-5
CCS(=O)(=O)c1ccc2oc(Nc3ccccc3Br)nc2c1,8,-22,21,-21,-92,-61,-21,-148,-12,-141,-60
Cn1c(=O)[nH]c(Nc2ccccc2)c([N+](=O)[O-])c1=O,1,12,-3,-4,-9,-8,-8,1,28,3,18
CCOC(=O)[C@]12CCC=C1N(Cc1ccco1)C(=O)[C@H](CC(=O)NCc1cccc3ccccc13)C2,.,14,-16,2,.,-1,.,1,.,.,.
O=C(NCc1nnnn1-c1ccc(F)c(F)c1)C(=O)c1c[nH]c2ccccc12,0,-5,-9,-6,-4,0,-1,8,-8,-14,15
CCN(CCNC(=O)C1CCN(S(=O)(=O)CC)CC1)c1ccccc1,10,-8,-19,2,-7,-1,-7,22,-5,5,10
CCC(=O)Nc1cccc(-n2nnnc2SCC(=O)N(C(C)C)C(C)C)c1,-3,11,-4,2,-15,9,4,-1,2,-1,13
COc1cc(-c2nn3c(Cc4ccccc4)nnc3s2)cc(OC)c1OC,10,-26,-9,-43,-5,10,21,8,12,16,10
CCOC(=O)c1oc2ccccc2c1NC(=O)c1cc(OC)cc(OC)c1,-1,-7,0,2,7,0,5,-8,11,-5,1
Cc1ccc(S(=O)(=O)NCC(c2ccccc2)N2CCN(CCC#N)CC2)cc1 (stereo not drawn),4,5,2,-8,-6,17,-6,7,-9,-19,-1
Clc1ccc(C=NNc2ccccn2)c(Cl)c1,13,7,7,-43,-9,-20,-26,18,-26,-29,-11
CCOc1ccccc1N(C(=O)CNS(=O)(=O)c1ccccc1)C(CC)C(=O)NCc1ccco1 (stereo not drawn),-4,7,-4,17,3,-4,4,-9,-5,8,7
COCCN(Cc1cc2cc(C)cc(C)c2nc1Cl)C(=O)Nc1ccccc1,-6,-7,10,5,-1,0,6,-20,11,-20,-17
O=C1/C(=C/c2ccc(F)cc2)SC(=S)N1NS(=O)(=O)c1ccccc1,-1,9,11,2,22,-11,6,-19,7,2,-3
